# Assay outcomes: PubChem, several laboratories
# E coli growth: bacterial growth inhibition, counter-screen for AddAB inhibitors. 330,000 tested, 0.27% active. AID 449728. E. coli V3065 growth, OD600 absorbance, 18 h. inhibition, % at 11.9 µM;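 active = inhibition above the campaign's mean inhibition across all tested compounds plus 3 SD, cut at about 9.9% in these data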;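 note: uninfected addAB+ strain grown without phage in ampicillin broth; 0% = DMSO wells and 100% = ciprofloxacin 0.95 µg/ml wells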
# PvdQ inh: P. aeruginosa PvdQ acylase inhibition; 340,000 tested, 0.063% active; inhibition, % at 10 µM; purified PvdQ acylase, fluorescence plate reader; in the data active = inhibition above about 30%, passing the limit was not always enough;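 note: 0% = vehicle neutral wells and 100% = reference inhibitor wells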
# DAGLB inhibitor: blocks human DAGLB lipase activity | Q8NCG7 | HEK293T DAGLB membrane lysate, EnzChek fluorogenic substrate | inhibition, % at 5.17 µM | 340,000 tested, 0.059% active | AID 504411; in the data active = inhibition above about 34%;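 note: 0% = enzyme with vehicle and 100% = wells lacking enzyme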
# Tat export inh: inhibitors of E. coli Tat protein transport | 340,000 tested, 0.036% active | inhibition, % at 10 µM | AID 488895 | E. coli MC4100 TorA-mCherry Tat export, fluorescence;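 active = mean replicate inhibition at least 50% and at least half of replicates individually reaching 50%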;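 note: exported cargo escapes ClpAP degradation while cytoplasmic cargo is degraded and loses fluorescence; 0% = median of neutral control wells and 100% = median of NaSCN control wells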
# CAL PDZ inh: blocks peptide binding to human CAL PDZ domain; purified CAL PDZ, TMR-peptide fluorescence polarization, 1 h; inhibition, % at 20 µM; 330,000 tested, 0.02% active; AID 504414;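 active = highest replicate inhibition of at least 40%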;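 note: plate controls were DMSO neutral control wells for no effect and unlabeled competitor peptide control wells for full effect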
#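 Test system: tagged CAL PDZ domain / Buffer or medium: sodium phosphate/NaCl buffer pH 7.4 with TCEP, IgG, Thesit / Reagent: TMR-labelled reporter peptide T*-PRC34 bound in PDZ groove / Compound dosing: single point, 20 µM / Schedule: 1 h incubation at room temperature before polarization reading / Technique: fluorescence polarization (mP) / Benchmarks: unlabelled peptide, DMSO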
# AddAB inh: less growth of phage-infected E. coli with AddAB; E. coli expressing H. pylori AddAB, absorbance growth; inhibition, % at 11.9 µM; 330,000 tested, 0.29% active; AID 435030; in the data active = inhibition above about 12%;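 note: 0% = vehicle wells of infected cells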
# Rtt109 Vps75: inhibitors of Candida albicans Rtt109/Vps75 histone acetyltransferase; purified Rtt109/Vps75, ThioGlo CoA-SH fluorescence, 4 h; inhibition, % at 34.9 µM; 330,000 tested, 0.16% active;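 active = inhibition of at least 50% in every replicate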
# Target sequence (Q5AAJ8 whole entry, looked up): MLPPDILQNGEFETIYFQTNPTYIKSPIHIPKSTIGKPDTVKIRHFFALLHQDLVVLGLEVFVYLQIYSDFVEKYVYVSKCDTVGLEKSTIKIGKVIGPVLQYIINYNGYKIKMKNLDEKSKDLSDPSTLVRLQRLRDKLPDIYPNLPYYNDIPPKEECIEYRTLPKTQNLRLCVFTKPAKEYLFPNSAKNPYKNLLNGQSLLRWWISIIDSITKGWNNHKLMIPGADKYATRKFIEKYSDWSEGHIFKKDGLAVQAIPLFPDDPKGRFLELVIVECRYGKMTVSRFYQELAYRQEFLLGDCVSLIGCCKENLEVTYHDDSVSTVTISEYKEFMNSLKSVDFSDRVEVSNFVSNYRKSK
# Wnt bcat act: Wnt/beta-catenin pathway activation; Wnt/beta-catenin reporter cell assay, activator, plate reader; activation, % at 9.35 µM; 300,000 tested, 1.2% active; in the data active = activation above about 30%, passing the limit was not always enough;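 note: 0% = neutral control wells and 100% = positive control wells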
# phage Ecoli inh: E. coli growth loss with phage present | inhibition, % at 11.9 µM | growth absorbance | 360,000 tested, 0.26% active | AID 651602; in the data active = inhibition above about 11%
# PfHsp90 set2: reduces growth (ATP signal) of yeast expressing P. falciparum Hsp90; S. cerevisiae expressing PfHsp90, BacTiter-Glo ATP, 48 h; yeast lacking PDR1 and PDR3 efflux regulators; 310,000 tested, 0.32% active; inhibition, % at 9.4 µM; AID 504621;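 active = every replicate shows inhibition above about 80%, whatever the replicate mean, limit read from the data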;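 note: 0% = DMSO neutral controls and 100% = 20 µM radicicol positive controls; yeast relying on Plasmodium falciparum Hsp90 in place of its own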
# * marks the source's active call; other numbers are inactive results; . = no result given.
SMILES,E coli growth,PvdQ inh,DAGLB inhibitor,Tat export inh,CAL PDZ inh,AddAB inh,Rtt109 Vps75,Wnt bcat act,phage Ecoli inh,PfHsp90 set2
CCSc1ccc([C@@H]2[C@@H]3C(=O)N(CC)C(=O)[C@@H]3[C@]3(C(=O)OC)CCCCN23)cc1OC,-3.3,6,-5,-1,-1.0,-0.8,14,-2,1.6,-5
CN(Cc1ccccc1)C(=O)[C@H]1CCC(=O)N1Cc1ccco1,.,-4,-2,5,-1.6,.,-14,.,0.9,-3
COc1ccc2c(c1)CC/C(=C\Nc1ccc3c(c1)OCO3)C2=O,-2.2,1,-1,1,-1.2,-0.5,-9,26,2.3,4
O=C(NNc1ncc(C(F)(F)F)cc1Cl)c1c(Cl)cccc1Cl,0.1,-2,0,8,0.6,-1.0,-8,-26,0.2,-18
Cc1cc(OCC(=O)NCc2ccccn2)cc(C)c1Br,-1.0,1,-7,-5,-1.1,1.6,2,.,.,-2
COc1ccc(-n2c(-c3ccc(Cl)cc3)c[n+]3c2CCc2ccccc2-3)cc1,-0.9,-10,4,-2,-0.2,1.4,8,-2,3.6,-4
O=C(CSc1ccccc1)Nc1ccncc1,1.9,-9,1,2,1.3,1.9,0,6,1.4,-14
Cc1noc(C)c1CCC(=O)N1CCCC(CCC(=O)NCc2ccc(F)c(F)c2)C1 (stereo not given),2.6,-18,1,-4,-0.6,-1.1,2,-4,5.1,24
Cc1ccc(NC(=O)c2ccc(OC(F)F)cc2)cc1S(=O)(=O)N(C)C,2.8,4,0,6,-2.3,3.6,4,0,0.6,-23
O=C(NC(Cc1c[nH]c2ccccc12)C(=O)O)/C(=C/c1ccc2c(c1)OCO2)NC(=O)c1ccccc1 (stereo not given),.,-8,3,-1,-0.4,.,-9,-11,4.1,-39
CCCn1c(NCc2cccc(OC)c2O)nc2ccccc21,1.6,5,-2,2,-0.7,3.0,5,9,1.4,.
O=C(Oc1cccc2ccccc12)C1CC1,-2.0,-17,-4,-2,-0.9,1.5,1,1,2.2,4
CCN(CC)C(=O)C(Cc1ccccc1)N1C(=O)c2ccccc2C1=O (stereo not given),-2.1,-1,-2,7,-0.5,-5.3,-4,3,3.7,-11
O=C(NC1CCCCC1)C(c1ccncc1)N(C(=O)c1csnn1)c1ccccc1 (stereo not given),-1.4,4,-1,-2,-2.2,2.5,14,-1,-1.2,-5
O=C(NNC(=O)c1cc2cc(OC(F)(F)F)ccc2[nH]1)c1cccc(C(F)(F)F)c1,-0.1,-10,-1,-1,-0.8,2.3,3,-2,5.8,8
COc1cnn(-c2ccc([N+](=O)[O-])cc2)c(=O)c1Cl,-0.4,-7,0,4,-1.3,-0.2,4,-1,1.5,-31
COc1ccc(OC)c(NCc2nnc(-c3ccccc3)o2)c1,.,-6,0,-3,1.0,.,6,1,2.1,8
COc1ccc(C(=O)NC(=S)Nc2ccc3c(c2)Cc2ccccc2-3)cc1,-2.1,-8,-1,-11,-0.8,2.6,0,.,0.9,-1
Cc1cc(NS(=O)(=O)c2ccc(NC(=O)COc3ccc(C#N)cc3)cc2)nc(C)n1,-0.3,-6,-2,-2,0.0,1.7,4,-5,0.2,9
CCOc1[nH]n(-c2ccccc2)c(=O)c1C=Nc1ccc(Cl)cc1,-2.7,-18,0,5,-0.8,2.8,3,3,2.6,-22
Cc1ccc(NNC(=O)c2ccno2)c(C)c1,2.7,0,-1,5,-0.8,6.7,5,-1,3.4,4
CCC(CC)=NNc1ccc(S(N)(=O)=O)cc1[N+](=O)[O-],0.9,-4,8,2,-1.2,-0.4,1,-2,1.6,1
CC1CCCCC1NS(=O)(=O)c1ccc(S(=O)(=O)N2CCN(CCC#N)CC2)cc1 (stereo not given),-2.3,-6,1,-3,-3.8,5.4,-9,-3,0.6,21
CCCCCN(C(=O)CCC(=O)OCCOc1ccccc1)c1c(N)n(CCCC)c(=O)[nH]c1=O,0.3,-16,2,13,-1.3,0.2,-4,-3,0.1,3
CCCNC(=O)Cn1cnc2sc(C(=O)Nc3cc(OC)c(OC)c(OC)c3)c(C)c2c1=O,-3.7,20,-1,0,-0.1,0.6,-2,-2,.,1
O=C(Nc1ccc(CN2CCOCC2)cc1)c1ccc(-c2cccc(Cl)c2)o1,-1.6,-12,-5,4,-3.0,0.3,-3,-2,0.4,5
CCC(C)NC(=O)CCn1c(-c2ccccc2)cc(C(C)=O)c1C (stereo not given),-0.5,4,0,-10,-0.8,-0.3,4,.,-2.5,10
COc1ccc(S(=O)(=O)N(C)CC(=O)Nc2ccc3c(c2)OCCO3)cc1,1.3,-12,-1,-12,-1.4,-0.6,1,5,1.2,-20
COc1ccc(/C=N\NC(=O)CCc2c(C)n[nH]c2C)c(OC)c1OC,-2.5,-9,0,-2,-2.2,-0.2,3,-5,4.1,4
O=C(COC(=O)c1cccnc1Nc1ccccc1F)NC1CC1,-2.4,-6,4,-20,-0.4,3.2,-2,3,2.7,20
CC(=O)/C=C1\SC(CC(=O)O)C(=O)N1c1ccccc1 (stereo not given),1.7,-13,1,-1,-0.3,1.2,3,.,0.1,10
COc1cc(S(=O)(=O)N(Cc2cccnc2)Cc2cccc(OC)c2OC)ccc1-n1cnnn1,-0.6,-3,1,-11,-2.3,4.0,4,-3,5.1,5
CN(CC(=O)Nc1ccccc1Cl)C(=O)c1ccccc1SCC(=O)N1CCCC1,0.7,9,-2,-5,-0.6,-0.7,4,3,5.6,19
Nc1ccc(-c2nnc(-c3ccc(-c4ccccc4)cc3)o2)cc1,-1.4,-2,-1,-5,-1.8,2.1,-26,24,3.8,-5
CCN1C(=O)[C@@H]2[C@@H](c3ccc(-c4ccc(Cl)c(Cl)c4)c(OC)c3)N3CCC[C@@]3(C(=O)OC)[C@@H]2C1=O,-2.0,-8,-6,-29,-0.4,4.8,0,-14,-0.5,-17
Cc1ccc(NCCCn2ccc(NC(=O)OCc3ccccc3)nc2=O)cc1C,.,-11,3,10,0.8,.,-3,-2,2.5,2
NC(=O)Cn1c(O)c(N=NC(=O)CNC(=O)/C=C/c2ccccc2)c2ccccc21,-3.6,12,-1,-10,-2.2,0.5,2,3,2.0,2
CCOC(=O)N1CCN(C(=O)C2CCN(c3ncnc4c3sc3cccc(F)c34)CC2)CC1,-4.8,-11,1,1,-4.8,-1.0,6,.,3.4,-20
O=C(O)CCCC(=O)Nc1ccccc1C(=O)N1CCCC1,-0.2,-10,-2,-8,-0.8,1.2,0,-2,-0.5,33
O=C(OCC(=O)c1ccc[nH]1)c1ccc([N+](=O)[O-])cc1,3.4,0,2,6,-0.6,2.6,-4,-1,2.1,-5
Fc1ccc(-c2oncc2-c2nnnn2-c2ccccc2)cc1F,-4.0,-16,-7,-2,-1.6,1.4,.,-2,3.2,6
Cc1ccccc1CN1CCC(C(=O)Nc2ccc(Oc3cccnc3)cc2)CC1,-1.6,-16,-3,-3,-2.9,1.7,-3,-3,2.5,2
O=C(NCc1ccccc1Cl)c1ccc2c(c1)OCO2,1.2,-6,1,-5,-1.1,3.4,-2,4,2.1,20
COc1cccc(NC(=O)CCc2nc(-c3ccccc3F)no2)c1,2.7,3,-3,7,1.0,-1.2,5,.,4.5,-16
